IEC-6 cytotox – counter-screen for KLF5 inhibitors: cytotoxicity in IEC-6 cells | IEC-6 cytotoxicity, luminescence viability | AID 1825 | inhibition, % at 5 µM | 0.78% of 290,000 active; in the data active = inhibition above about 22%;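 also: 0% = plate median of test compound wells and 100% = cytotoxic reference compound wells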
HIF activator – HIF pathway transcriptional activation. U2OS HRE-luciferase reporter, luminescence; normalized: DMSO 0%, desferrioxamine 100%. activation, % at 7.5 µM (by protocol). 0.32% of 300,000 active. AID 1910;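 active = mean activation of at least 10% of the iron chelator positive control signal, with at least half of replicates also reaching 10%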
SKKanGAS inh – SKKanGAS growth inhibition; S. pyogenes SKKanGAS, kanamycin growth, BacTiter-Glo, 6 h; inhibition, % at 7.5 µM; 1.3% of 300,000 active; AID 1662;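 active = mean replicate score, as percent of positive control median, at least 50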;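 also: strain carries kanamycin resistance gene driven by streptokinase promoter and grows in 40 µg/ml kanamycin; loss of luminescence reflects streptokinase promoter inhibition or plain growth inhibition; 0% = median of DMSO wells and 100% = positive control at its reference dose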
TRPC6 inh – mouse TRPC6 channel inhibition | 1.1% of 310,000 active | HEK293-TRPC6, membrane potential dye, ACh-evoked depolarization; hits give low values | B-score at 10 µM;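 active = B-score under library mean minus 3 SD, initial fluorescence not abnormally high, positive integrated signal ratio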;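 also: B-score derived from integrated fluorescence ratio over the kinetic read; more negative B-score means stronger inhibition of depolarization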
TRPC4 potent – TRPC4 (mouse) allosteric potentiation. 0.42% of 310,000 active. Q9QUQ5. HEK293 TRPC4beta/mu-opioid, DAMGO EC20, Fluo-4 Ca2+ flux; hits give high values. B-score at 10 µM. AID 2227;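 active = B-score of calcium response area above 5 SD of library B-scores, with initial fluorescence ratio within 5 SD of library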;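 also: B-score of integrated fluorescence ratio over time as area under calcium response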
aSyn UTR inh – MLPCN primary screen, SNCA 5' untranslated region. 0.82% of 300,000 active. inhibition, % (tested at 7.5 µM). alpha-synuclein 5'UTR reporter, inhibitor activity. AID 1813; in the data active = inhibition above about 60%;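 also: H4 neuroglioblastoma cells stably carrying SNCA 5'UTR luciferase fusion; 0% = DMSO wells and 100% = positive control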
TRPC4 inh – inhibitors of mouse TRPC4 channel; HEK293 TRPC4beta/mu-opioid, DAMGO-evoked Fluo4 calcium flux; hits give low values; B-score at 10 µM; 0.39% of 300,000 active; AID 2247;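 active = B-score over 3 SD under the library average, no early fluorescence shift, positive overall ratio signal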
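Assay system: HEK293 cells with stable TRPC4beta plus mu-opioid receptor expression. Dosing: single dose. Measured by: Fluo4 Ca2+ flux fluorescence. Also added: DAMGO in two steps, submaximal then maximal. Read-out: B score from integrated Fluo4 fluorescence ratio.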
KLF5 inh – inhibitors of KLF5 expression. DLD-1 KLF5 promoter-luciferase reporter, luminescence. 0.23% of 290,000 active. inhibition, % at 5 µM;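 active = inhibition above a per-plate limit of that plate's mean compound inhibition plus 3 SD, cut at about 60% in these data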;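 also: 0% = DMSO wells and 100% = LY294002 at 200 µM; higher means less KLF5 promoter-driven luciferase light; inactives centre near -14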
MrgX1 antag – antagonists of human MrgX1 receptor; Q96LB2; MRGX1-HEK293 calcium flux, Fluo-4, BAM8-22 antagonism; hits give low values; B-score at 10 µM; 1.3% of 310,000 active; AID 588676;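 active = calcium-response B-score plate-corrected more than 3 library SD below zero, starting fluorescence within 5 deviations, no agonist response on first addition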;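 also: peak minus trough fluorescence over baseline after final BAM8-22 challenge near maximal dose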
Target sequence (Q96LB2 whole entry, looked up): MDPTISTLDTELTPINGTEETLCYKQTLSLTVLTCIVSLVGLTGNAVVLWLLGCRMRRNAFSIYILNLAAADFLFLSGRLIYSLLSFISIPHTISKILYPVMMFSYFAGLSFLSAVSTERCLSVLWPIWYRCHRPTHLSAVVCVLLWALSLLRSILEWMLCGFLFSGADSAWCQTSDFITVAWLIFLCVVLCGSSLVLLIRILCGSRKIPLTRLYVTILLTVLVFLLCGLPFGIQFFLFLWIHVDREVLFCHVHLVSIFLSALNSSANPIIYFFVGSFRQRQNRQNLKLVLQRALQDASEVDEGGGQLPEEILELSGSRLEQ
TRPC4 act – TRPC4 (mouse) channel activation; 0.49% of 310,000 active; Q9QUQ5; B-score at 10 µM; HEK293 TRPC4beta/mu-opioid, Fluo4 calcium fluorescence; hits give high values;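 active = B-score above 5 SD of library B-scores, and initial fluorescence ratio not above library mean plus 5 SD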;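 also: positive B-score marks a calcium rise read as TRPC4 activation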
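System – HEK293 cells stably co-expressing mouse TRPC4beta and mu-opioid receptor · Signal – Fluo4 calcium-sensitive dye fluorescence, kinetic, 1 Hz baseline · Benchmarks – buffer (low) and maximal DAMGO (high) · Read-out – B score of integrated fluorescence ratio per well · Incubation – dye loading 45 min room temperature, 110 s kinetic read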
TRPC6 activator – activates the mouse TRPC6 cation channel. B-score at 10 µM. AID 2550. HEK293-TRPC6 membrane potential dye fluorescence; hits give high values. Q61143. 0.13% of 310,000 active;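 active = B-score of the integrated fluorescence ratio above library mean plus 3 SD, and starting fluorescence ratio within library mean plus 5 SD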;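 also: higher score means more depolarization so channel activation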
* = called active by the depositor; i = inactive; . = not tested or not shown.

SMILES	IEC-6 cytotox	HIF activator	SKKanGAS inh	TRPC6 inh	TRPC4 potent	aSyn UTR inh	TRPC4 inh	KLF5 inh	MrgX1 antag	TRPC4 act	TRPC6 activator
Cc1oc(-c2cccc(Cl)c2)nc1CN1CCCC(C(=O)NCc2ccco2)C1 (stereo not drawn)	0	-0.7	-7	i	i	23	i	-22	i	i	i
CCOc1ccc(NC(=O)CCc2nnc3ccc(N4CCN(C)CC4)nn23)cc1	1	0.0	-3	i	i	-5	i	-27	i	i	i
CCn1c(SCC(=O)N2CCN(C)CC2)nc2c1c(=O)n(C)c(=O)n2C	-4	-1.7	-2	i	i	4	i	-7	i	i	i
O=C1OCCN1CCNCc1cn(-c2ccc(F)cc2)nc1-c1ccccc1Cl	0	0.0	2	i	i	-24	i	-21	i	i	i
Cc1cc(C)c(OCCNCc2ccccc2)c(C)c1	-3	-0.1	8	i	i	1	i	-25	i	i	i
C/C(=N\O)c1cc(Cl)cc(Cl)c1O	-3	.	-4	i	i	.	i	10	i	i	i
O=S(=O)(/C=C/c1ccccc1)N1CCN(c2nc(-c3ccccc3)nc3ccccc23)CC1	-3	-0.5	6	i	i	-3	i	3	i	i	i
Cc1ccc(S(=O)(=O)NCc2ccccn2)c(C)c1C	1	0.1	2	i	i	-9	i	-3	i	i	i
CC(C)N1CCN(Cc2cn[nH]c2C2CCCCC2)CC1CCO (stereo not drawn)	-4	-0.1	0	i	i	3	i	-31	i	i	i
COc1ccc2c(c1)C(=O)N(c1ccc(C)cc1C)C(=O)C2(C)C	2	0.0	3	i	i	9	i	12	i	i	i
COCCNc1ccc([N+](=O)[O-])cc1C(=O)NC1CCCc2ccccc21 (stereo not drawn)	0	0.3	10	i	i	15	i	-6	i	i	i
O=C1CCC(C(=O)NCc2cccnc2)N1 (stereo not drawn)	8	-47	16	i	i	6	i	7	i	i	i
CN(C)Cc1cc(C(C)(C)C)cc(C(C)(C)C)c1O	-6	-0.6	7	i	i	5	i	-10	i	i	i
Cc1ccc(Cl)cc1NC(=O)C1CCN(S(C)(=O)=O)CC1	1	-0.1	2	i	i	-32	i	-8	i	i	i
COc1cccc(-n2nnc3c(=O)n(CC(=O)N4CCCCC4)cnc32)c1	-5	0.3	0	i	i	-25	i	-13	i	i	i
CC(C)C(=O)Nc1ccc(-c2nc3ccccc3c(=O)o2)cc1	6	0.4	1	i	i	-25	i	10	i	i	i
COC(=O)c1cccc(COC(=O)c2cc3ccccc3oc2=O)c1	-1	-0.9	-6	i	i	-23	i	-22	i	i	i
Cc1ccc(OCc2nnc(SCC(=O)c3cccs3)n2-c2ccccc2)cc1C	1	1.7	3	i	i	-16	i	-12	i	i	i
COc1ccccc1NC(=O)c1oc2ccccc2c1NC(=O)c1cc(OC)c(OC)c(OC)c1	-1	1.4	-12	i	i	39	i	0	i	i	i
CC(C)Sc1nc2c(c(=O)[nH]c(=O)n2C)n1C	1	0.3	0	i	i	16	i	-34	i	i	i
C=CCC(=O)OCC(=O)Nc1ccc(Cl)cn1	-5	-0.6	-7	i	i	15	i	-31	i	i	i
CN(C)CCCn1c(N)c(C#N)c2nc3ccccc3nc21	-2	-0.3	2	i	i	-3	i	-30	i	i	i
O=C(CCCn1c(=O)c2sccc2n(Cc2cc(=O)n3ccccc3n2)c1=O)NCc1ccco1	-2	.	0	i	i	6	i	-1	i	i	i
CC(=O)Nc1cc(C(F)(F)F)ccc1N1CCOCC1	-2	-0.3	-4	i	i	-2	i	-23	i	i	i
COc1ccccc1-c1nnc(SCC(=O)Nc2ccc(N3CCOCC3)cc2)n1C	.	-3.7	-3	i	i	5	i	.	i	i	i
CC(C)Cn1c(N)c(C(=O)COC(=O)c2ccc([N+](=O)[O-])o2)c(=O)n(C)c1=O	14	1.0	20	i	i	-34	i	-51	i	i	i
N#Cc1c(-c2ccc(Cl)cc2)c2c([nH]c1=S)CCCC2	-2	-0.3	1	i	i	-2	i	-24	i	i	i
CCCCC(O)CN1CCC(c2ccccc2)CC1 (stereo not drawn)	-3	-3.6	-2	i	i	-14	i	-14	i	i	i
O=C(Nc1nccs1)c1ccc(COc2ccc(Cl)cc2)o1	-1	0.7	-13	i	i	-31	i	-50	i	i	i
O=C(CSc1nnc(-c2ccncc2)o1)Nc1cccc(F)c1	.	2.1	1	i	i	-52	i	.	i	i	i
CCCC(=O)O[C@H]1C[C@@H](C)N(C(=O)c2ccccc2)c2ccc(C)cc21	2	-0.4	-4	.	.	33	.	-13	i	.	.
Cc1ccc2nc(SC(C)C(=O)Nc3cccc([N+](=O)[O-])c3)[nH]c2c1 (stereo not drawn)	5	0.5	0	i	i	2	i	-29	i	i	i
Cc1ccc2c(c1)c1nc3ccccc3nc1n2CCN1CCOCC1	-5	1.6	11	i	i	20	i	-4	i	i	i
COc1ccc(CCN2CCCC(CN(C)C(=O)c3ccoc3)C2)cc1 (stereo not drawn)	6	3.9	-8	i	19*	-109	i	-142	i	i	i
CCN(CC)S(=O)(=O)c1ccc(N2CCOCC2)c(NC(=O)c2ccccc2F)c1	1	0.0	1	i	i	7	i	-23	i	i	i
Cc1cc(=O)n2nc(N3CCCC(C(=O)NC4CCCCC4C)C3)sc2n1 (stereo not drawn)	0	-0.6	-3	i	i	11	i	0	i	i	i
Cc1ccc(OC(=O)c2ccc(Cl)c([N+](=O)[O-])c2)cn1	-3	0.1	3	i	i	-9	i	-31	i	i	i
C=CCNCCOc1cccc(Br)c1	0	0.0	-1	i	i	34	i	-22	i	i	i
CCCNC(=O)C1CC(c2ccccc2C(F)(F)F)=NO1 (stereo not drawn)	.	0.4	-9	i	i	10	i	.	i	i	i
CCCCc1nc2cc(C(=O)N3CCCC(COC)C3)ccc2o1 (stereo not drawn)	-8	3.7	-3	i	i	-86	i	-94	i	i	i
CC(C)n1c(-c2cccnc2)nc2cnccc21	-5	1.5	-2	i	i	-10	i	-27	i	i	i
C/C(=N\Nc1ccc(C(=O)O)cc1)c1ccc2c(c1)Nc1ccccc1S2	-4	0.9	81*	i	i	-110	-6*	-51	i	i	i
O=C(NNC(=O)c1cccc(-n2cccc2)c1)c1ccc(F)cc1	.	0.3	-4	i	i	-6	i	.	i	i	i
Cc1ccc(C(=O)N/N=C\c2ccc(-c3ccc([N+](=O)[O-])cc3)o2)cn1	5	1.2	3	i	i	-30	i	-7	i	i	i
O=C(Nc1ccc2c(c1)CCC2)c1cccc(S(=O)(=O)Nc2ccccc2Cl)c1	3	-0.2	36	i	i	11	i	-8	i	i	i
Cc1ccc(-c2nc(CS(=O)(=O)CC(=O)NCc3ccc4c(c3)OCO4)c(C)o2)cc1	7	-0.2	1	i	i	1	i	-45	i	i	i
Cc1ccc(F)c(CNC(=O)C2CCC(=O)N(CCN3CCOCC3)C2)c1F (stereo not drawn)	0	-1.8	-3	i	i	15	i	-29	i	i	i
O=C(Cc1c(O)c2ccccc2[nH]c1=O)OC1CCCCC1	4	-0.1	-6	i	i	14	i	-36	i	i	i

Structures listed so far marked active in TRPC4 potent.
canonical_smiles	TRPC4 potent	aSyn UTR inh	TRPC4 inh	KLF5 inh	MrgX1 antag	TRPC4 act	TRPC6 activator
COc1ccc(CCN2CCCC(CN(C)C(=O)c3ccoc3)C2)cc1 (stereo not drawn)	19*	-109	i	-142	i	i	i

(continued)
SMILES	IEC-6 cytotox	HIF activator	SKKanGAS inh	TRPC6 inh	TRPC4 potent	aSyn UTR inh	TRPC4 inh	KLF5 inh	MrgX1 antag	TRPC4 act	TRPC6 activator
CCOC(=O)c1c(NC(=O)c2cccs2)sc2c1CC(C)(C)OC2	2	0.3	8	i	i	-12	i	-14	i	i	i
CCN1CCn2c3c(c4cccc(C)c42)CCCC31 (stereo not drawn)	7	2.4	-12	i	i	2	i	-5	i	i	i
CCN(CC)C(=O)c1cnn(-c2ccccc2)c1NC(=O)c1ccccc1F	-2	-0.6	-3	i	i	-1	i	-21	i	i	i
CCOC(=O)C(=NC(C)CC)NNc1cccc(C(F)(F)F)c1 (stereo not drawn)	3	0.3	0	i	i	-7	i	-15	i	i	i
CCCNC(=O)c1ccc(Cn2c(=S)[nH]c3c([nH]c4ccc(OC)cc43)c2=O)cc1	1	1.0	1	i	i	5	i	19	i	i	i
COc1ccccc1-n1c(SCC(N)=O)nc2sc3c(c2c1=O)CCC3	-1	-0.4	-5	i	i	-8	i	-8	i	i	i
OC(CNCC1CCCO1)COc1ccc(OCC(O)CNCC2CCCO2)cc1 (stereo not drawn)	0	-0.5	-2	i	i	-4	i	1	i	i	i
Cc1ccccc1NC(=S)NCc1ccc2c(c1)OCO2	-5	-0.1	2	i	i	0	i	-20	i	i	i
C=CCn1c(Cc2ccccc2)nc2c(cnn2-c2ccccc2)c1=O	-6	1.0	22	i	i	13	i	-25	i	i	i
CCC(C)NS(=O)(=O)c1ccc(S(=O)(=O)N(CC(=O)Nc2ccccc2)CC2CCCO2)cc1 (stereo not drawn)	2	0.2	13	i	i	7	i	-1	i	i	i
Cc1csc(NC(=O)CSc2ncc(-c3ccccc3)[nH]2)n1	3	2.2	-7	i	i	-97	i	5	i	i	i
COC(=O)c1c(NC(=O)COC(=O)CCS(=O)(=O)c2ccc(C)cc2)sc(C)c1C	8	-0.2	12	i	i	2	i	11	i	i	i
COc1ccc(N2CCN(C(=O)c3ccc(N4CCCCS4(=O)=O)cc3)CC2)cc1	3	-0.3	-2	i	i	-1	i	-6	i	i	i
CC(C)=CCN1CCN(Cc2ccc(Sc3nncn3C)o2)CC1CCO (stereo not drawn)	3	-0.1	-1	i	i	3	i	2	i	i	i
Cn1cc(C(=O)c2ccc(F)cc2)cc1-c1nc2ccccc2n1C	3	-0.4	11	i	i	-21	i	-14	i	i	i
Cc1cc2oc(=O)sc2cc1NS(=O)(=O)c1cccc2cccnc12	-6	0.3	-1	i	i	-9	i	-16	i	i	i
Cc1ccc2c(c1)N(CC(=O)N1CCCC1)C(=O)CO2	0	1.5	-4	i	i	3	i	-23	i	i	i
CN(CC(O)COc1ccc(S(=O)(=O)N2CCOCC2)cc1Cl)C1CCCCC1 (stereo not drawn)	2	-0.1	-2	i	i	0	i	-19	i	i	i
C/C(=N/Nc1ccc(Cl)cc1)c1cnnc(-c2ccccc2)n1	5	-0.2	2	i	i	11	i	4	i	i	i
CC(=O)Nc1ccc(C(=O)OCC(=O)NCc2ccccc2)cc1	-3	0.3	2	i	i	4	i	-12	i	i	i

Screening data: PubChem, several laboratories
